# Pf Dd2 inh = P. falciparum Dd2 growth inhibitors, primary screen, SYBR Green fluorescence, single dose replicates; 72 h; stronger effect = lower value; activity change, % at 10 µM; 94,000 compounds, 2.3% hits; AID 1159554, 2015; in the data active means activity change below about -80%
# T cruzi growth = T. cruzi intracellular proliferation inhibitors, primary screen, cell-based, beta-gal Tulahuen parasites, NIH3T3 host, luminescence; T. cruzi beta-gal in NIH3T3, GalScreen luminescence, 90 h; inhibition, % at 8.34 µM; 77,000 compounds, 5.9% hits; AID 624255, 2012;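 active means mean inhibition above about 93%, with at least 55% of replicates each passing it, limit read from the data, passing the limit was not always enough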
# C diff growth = C. difficile growth inhibitors, primary screen, HTS; Clostridium difficile clinical isolate growth, OD600, 24 h; stronger effect = lower value; 86,000 compounds, 0.25% hits; growth activity, negative = inhibition, % at 16 µg/mL (by protocol); AID 1259249, 2017;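 active means mean growth activity at or below -80% and every replicate also at or below -80%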;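 further: 0% = DMSO wells and -100% = levofloxacin 16 µg/mL wells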
# GASC1 inh = inhibitors of GASC-1 (KDM4C) histone demethylase, primary screen, biochemical, single concentration HTS. GST-KDM4C 2-372, H3K9me3 peptide, LANCE TR-FRET. inhibition, % at 12.5 µM. 96,000 compounds, 0.15% hits. AID 720574, 2013. Lysine-specific demethylase 4C (Homo sapiens), Q9H3R0;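 active means mean replicate inhibition above about 25%, with at least 55% of replicates also reaching it, limit read from the data, passing the limit was not always enough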
# Target sequence (Q9H3R0 2-372 limits assumed): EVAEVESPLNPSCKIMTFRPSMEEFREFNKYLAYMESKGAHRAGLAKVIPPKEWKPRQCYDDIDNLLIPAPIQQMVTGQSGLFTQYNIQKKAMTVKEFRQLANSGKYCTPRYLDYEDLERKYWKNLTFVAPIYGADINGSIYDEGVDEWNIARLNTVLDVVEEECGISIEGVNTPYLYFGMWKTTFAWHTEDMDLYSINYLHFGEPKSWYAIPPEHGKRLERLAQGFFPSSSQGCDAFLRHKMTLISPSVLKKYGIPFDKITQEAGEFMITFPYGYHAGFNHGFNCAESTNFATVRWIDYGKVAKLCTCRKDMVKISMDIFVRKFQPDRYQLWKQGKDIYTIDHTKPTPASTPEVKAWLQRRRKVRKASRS
#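 System: N-terminal GST-fused human GASC-1 (KDM4C) fragment, residues 2-372 / Amount: 10 nM GST-KDM4C in enzyme reaction / Also added: H3K9me3 peptide with Fe(II)/2OG / Times: 30 min demethylation and 1 h detection at room temperature / Signal: LANCE TR-FRET / Read-out basis: Fall in 671/618 emission ratio as inhibition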
# * marks the source's active call; other numbers are inactive results; . = not tested or not shown.
# Value order: Pf Dd2 inh	T cruzi growth	C diff growth	GASC1 inh
[1] C[C@H]1CN([C@@H](C)CO)C(=O)c2cc(C3=CCCC3)cnc2O[C@H]1CN(C)C(=O)C1CCC1
  20	19	1	2.1
[2] CCCNC(=O)N1C[C@H]2[C@@H](c3ccccc31)[C@@H](CO)N2C(=O)c1ccncc1
  -5	13	-7	-1.3
[3] Cc1noc(C)c1S(=O)(=O)Nc1ccc2c(c1)C(=O)N([C@@H](C)CO)C[C@H](C)[C@H](CN(C)C(=O)CCC(F)(F)F)OCCCC[C@@H](C)O2
  -18	-18	12	1.5
[4] Cc1ccccc1-c1cnc2c(c1)C(=O)N([C@H](C)CO)C[C@H](C)[C@H](CN(C)C(=O)CN(C)C)O2
  1	33	-12	0.0
[5] O=C(C1CCCC1)N1CC(=O)N2[C@H](C1)[C@@H](c1ccc(-c3ccccc3F)cc1)[C@@H]2CO
  -36	.	3	0.6
[6] CCC(=O)N1[C@@H]2CN(C(=O)c3ccncc3)c3ccccc3[C@@H]2[C@@H]1CO
  5	-9	0	-1.8
[7] C[C@H]1CN([C@@H](C)CO)C(=O)CCCn2nncc2CO[C@H]1CN(C)S(=O)(=O)c1cn(C)cn1
  15	-17	.	-0.2
[8] C[C@@H]1CCCCO[C@H](CN(C)C(=O)C2CCCCC2)[C@@H](C)CN([C@@H](C)CO)C(=O)c2cc(NC(=O)c3ccccc3)ccc2O1
  -85*	54	-8	-1.1
[9] CN1c2ccc(-c3ccc(F)cc3)cc2[C@@H]2[C@@H](CCN2S(=O)(=O)c2ccc(F)cc2)[C@H]1CO
  14	94	45	0.9
[10] CO[C@@H]1CN(C)C(=O)c2cc(NC(=O)NC(C)C)ccc2OC[C@@H](C)N(CC2CC2)C[C@@H]1C
  13	-28	-2	0.3
[11] C[C@@H]1CN([C@H](C)CO)C(=O)c2cc(NC(=O)Cc3cn(C)c4ccccc34)ccc2O[C@@H]1CN(C)C(=O)Nc1ccccc1
  -6	1	1	0.1
[12] C[C@@H]1CN([C@@H](C)CO)C(=O)Cc2cc(NS(=O)(=O)c3cccs3)ccc2O[C@@H]1CN(C)S(=O)(=O)c1cccs1
  -22	23	.	-0.9
[13] COc1ccc(S(=O)(=O)N(C)C[C@H]2OCCCC[C@H](C)Oc3ccc(NC(=O)NC(C)C)cc3C(=O)N([C@@H](C)CO)C[C@H]2C)cc1
  .	-12	7	0.0
[14] CO[C@H]1CN(C)C(=O)c2ccc(NC(=O)c3ccccc3)cc2OC[C@H](C)NC[C@H]1C
  8	.	.	1.2
[15] CO[C@@H]1CN(C)C(=O)c2cc(NC(=O)Nc3ccccc3)ccc2OC[C@H](C)N(CC2CC2)C[C@H]1C
  12	-56	.	0.6
[16] Cc1noc(C)c1S(=O)(=O)Nc1ccc2c(c1)C(=O)N([C@H](C)CO)C[C@H](C)[C@@H](CN(C)Cc1ccccc1)OCCCC[C@@H](C)O2
  -18	.	-4	0.0
[17] COc1cccc(NC(=O)Nc2ccc3c(c2)C(=O)N(C)[C@H]2CC[C@@H](CC(=O)O)O[C@@H]2CO3)c1
  -18	56	-2	4.9
[18] C[C@H]1CN([C@@H](C)CO)C(=O)c2cccc(NC(=O)c3ccc(-c4nccs4)cc3)c2O[C@@H]1CN(C)S(=O)(=O)c1cccs1
  11	16	-5	-1.2
[19] COc1ccccc1NC(=O)N1C[C@H](O)COC[C@@H]2O[C@H](CC(=O)NCCc3ccccc3)CC[C@H]21
  -6	-26	.	0.1
[20] C/C=C/c1ccccc1[C@H]1[C@@H](C#N)N(c2ncc(CC)s2)[C@@H]1CO
  4	.	-4	-0.6

# Brought forward from above: two entries, then new ones.
# Value order: Pf Dd2 inh	T cruzi growth	C diff growth	GASC1 inh
[19] COc1ccccc1NC(=O)N1C[C@H](O)COC[C@@H]2O[C@H](CC(=O)NCCc3ccccc3)CC[C@H]21
  -6	-26	.	0.1
[20] C/C=C/c1ccccc1[C@H]1[C@@H](C#N)N(c2ncc(CC)s2)[C@@H]1CO
  4	.	-4	-0.6
[21] C[C@H](CO)N1C[C@H](C)[C@H](CN(C)C(=O)c2ccc3ccn(C)c3c2)OCc2cnnn2CCCC1=O
  -18	6	0	.
[22] CCS(=O)(=O)Nc1ccc2c(c1)C(=O)N(C)C[C@@H](OC)[C@H](C)CN(C)[C@@H](C)CO2
  -17	-4	-2	-1.8
[23] Cc1noc(C)c1NC(=O)N(C)C[C@H]1OCCCC[C@@H](C)Oc2ccc(NC(=O)c3ccccc3)cc2C(=O)N([C@H](C)CO)C[C@@H]1C
  -13	-3	.	0.0
[24] O=C(c1cccnc1)N1CC(=O)N2[C@H](C1)[C@H](c1ccc(-c3ccccc3F)cc1)[C@@H]2CO
  31	.	-3	0.1
[25] COCC#Cc1ccc2c(c1)O[C@@H](CN(C)C(=O)COC)[C@@H](C)CN([C@H](C)CO)S2(=O)=O
  -1	-35	-3	1.8
[26] COCC#Cc1cnc2c(c1)C(=O)N([C@H](C)CO)C[C@H](C)[C@H](CN(C)C(=O)Nc1c(C)noc1C)O2
  30	-10	0	-0.2
[27] Cc1noc(C)c1S(=O)(=O)Nc1ccc2c(c1)C(=O)N([C@H](C)CO)C[C@@H](C)[C@@H](CN(C)C(=O)c1ccccc1)OCCCC[C@H](C)O2
  -16	-31	.	0.8
[28] COc1ccc(NC(=O)N(C)C[C@H]2Oc3ccc(NS(=O)(=O)c4ccc(OC)cc4)cc3C(=O)N([C@@H](C)CO)C[C@H]2C)cc1
  -3	-20	1	1.4
[29] C[C@@H]1CCCCO[C@@H](CN(C)S(=O)(=O)c2cn(C)cn2)[C@H](C)CN([C@@H](C)CO)C(=O)c2cc(NS(C)(=O)=O)ccc2O1
  48	32	-6	-1.0
[30] Cc1noc(C)c1NC(=O)N(C)C[C@H]1Oc2ccc(NC(=O)c3ccncc3)cc2C(=O)N([C@@H](C)CO)C[C@@H]1C
  10	69	-1	-1.1
[31] CNC[C@@H]1Oc2ccc(NC(=O)C3CC3)cc2CC(=O)N([C@@H](C)CO)C[C@H]1C
  30	16	-1	3.4
[32] O=C(C[C@@H]1CC[C@@H]2[C@H](COC[C@H](O)CN2C(=O)Nc2ccc(F)cc2)O1)NC1Cc2ccccc2C1
  1	-11	.	0.3
[33] C[C@@H]1CN([C@H](C)CO)C(=O)c2cc(NC(=O)C3CCCCC3)ccc2O[C@H]1CN(C)Cc1ccc(C(F)(F)F)cc1
  19	53	2	0.6
[34] COc1ccc(S(=O)(=O)N(C)C[C@H]2OCCCC[C@H](C)Oc3ccc(NS(=O)(=O)c4c(C)noc4C)cc3C(=O)N([C@@H](C)CO)C[C@H]2C)cc1
  -76	-5	3	-0.7
[35] CO[C@H]1CN(C)C(=O)c2cc(NC(C)=O)ccc2OC[C@H](C)N(S(=O)(=O)c2cn(C)cn2)C[C@H]1C
  11	12	.	0.5
[36] C[C@@H]1CN([C@H](C)CO)C(=O)c2cccc(NS(=O)(=O)c3ccc(F)cc3)c2O[C@H]1CN(C)Cc1ccncc1
  19	29	0	1.8
[37] C/C=C/c1ccc([C@H]2[C@@H](CO)N(c3nc(CC)cs3)[C@H]2CNC(C)C)cc1
  -45	98*	-5	-1.2
[38] C[C@@H]1CN([C@H](C)CO)C(=O)c2cc(NC(=O)CCC(F)(F)F)ccc2O[C@@H](C)CCCCO[C@H]1CN(C)C(=O)c1ccccc1
  5	-15	-3	1.3
[39] CNC[C@@H]1Oc2ccc(NC(=O)NC3CCCCC3)cc2CC(=O)N([C@H](C)CO)C[C@@H]1C
  11	14	-2	0.8
[40] Cc1ccc(S(=O)(=O)Nc2ccc3c(c2)C(=O)N([C@H](C)CO)C[C@H](C)[C@@H](CN(C)S(=O)(=O)c2c(C)noc2C)OCCCC[C@H](C)O3)cc1
  -32	27	-1	0.3

# (next part)
# Value order: Pf Dd2 inh	T cruzi growth	C diff growth	GASC1 inh
[41] CCC(=O)N1[C@H](CO)[C@H](c2ccc(C#CC(C)(C)O)cc2)[C@@H]1CN(C)C(C)=O
  4	.	-4	0.8
[42] O=C(NCC1CC1)[C@H]1[C@H](CO)[C@H]2Cn3c(ccc(C4=CCCCC4)c3=O)[C@H]2N1Cc1ccccc1F
  -32	99*	17	3.5
[43] COc1cccc(-c2cnc3c(c2)C(=O)N([C@H](C)CO)C[C@H](C)[C@H](CN(C)C(=O)Nc2ccccc2)O3)c1
  .	-1	0	-1.5
[44] CC=Cc1ccc2n(c1=O)C[C@H]1[C@H](CO)[C@@H](C(=O)NCC)N(C(=O)CC3CC3)[C@@H]21 (mixture of isomers)
  .	12	-6	-0.5
[45] CC(C)NC(=O)N(C)C[C@H]1Oc2c(NS(=O)(=O)c3cn(C)cn3)cccc2C(=O)N([C@H](C)CO)C[C@H]1C
  20	7	-3	13
[46] COc1ccc(NC(=O)Nc2ccc3c(c2)[C@H]2C[C@@H](CC(=O)N(C)C)O[C@@H](CO)[C@H]2O3)cc1
  10	2	-2	-1.6
[47] C[C@@H]1CCCCO[C@@H](CN(C)S(=O)(=O)c2ccccc2)[C@H](C)CN([C@H](C)CO)C(=O)c2cc(NC(=O)Nc3ccc4c(c3)OCO4)ccc2O1
  -70	92	4	8.7
[48] Cc1ccc(S(=O)(=O)N(C)C[C@@H]2OCCCC[C@@H](C)Oc3ccc(NS(=O)(=O)c4c(C)noc4C)cc3C(=O)N([C@H](C)CO)C[C@H]2C)cc1
  -71	41	-10	-0.3
[49] N#C[C@@H]1[C@H](c2ccccc2C2=CCCCC2)[C@@H](CO)N1S(=O)(=O)c1cccc(F)c1
  -44	.	9	0.0
[50] O=C(C[C@@H]1C=C[C@H](NS(=O)(=O)c2ccccc2)[C@@H](CO)O1)NCc1ccncn1
  12	-18	3	-0.2
[51] COC(=O)C[C@H]1C[C@H]2c3cc(N(C)C)ccc3O[C@H]2[C@@H](CO)O1
  -1	-38	8	36*
[52] COc1ccc(NC(=O)Nc2ccc3c(c2)CC(=O)N([C@H](C)CO)C[C@@H](C)[C@@H](CN(C)S(=O)(=O)c2ccccc2)O3)cc1
  14	-33	9	-0.8
[53] C[C@@H]1CN([C@H](C)CO)C(=O)c2cc(C#Cc3cccc(F)c3)cnc2O[C@@H]1CN(C)CC1CCCC1
  -68	71	25	-0.9

# A second format for 12 compounds above.
No. | Compound | Pf Dd2 inh | T cruzi growth | C diff growth | GASC1 inh
42 | O=C(NCC1CC1)[C@H]1[C@H](CO)[C@H]2Cn3c(ccc(C4=CCCCC4)c3=O)[C@H]2N1Cc1ccccc1F | -32 | 99* | 17 | 3.5
43 | COc1cccc(-c2cnc3c(c2)C(=O)N([C@H](C)CO)C[C@H](C)[C@H](CN(C)C(=O)Nc2ccccc2)O3)c1 | . | -1 | 0 | -1.5
44 | CC=Cc1ccc2n(c1=O)C[C@H]1[C@H](CO)[C@@H](C(=O)NCC)N(C(=O)CC3CC3)[C@@H]21 (mixture of isomers) | . | 12 | -6 | -0.5
45 | CC(C)NC(=O)N(C)C[C@H]1Oc2c(NS(=O)(=O)c3cn(C)cn3)cccc2C(=O)N([C@H](C)CO)C[C@H]1C | 20 | 7 | -3 | 13
46 | COc1ccc(NC(=O)Nc2ccc3c(c2)[C@H]2C[C@@H](CC(=O)N(C)C)O[C@@H](CO)[C@H]2O3)cc1 | 10 | 2 | -2 | -1.6
47 | C[C@@H]1CCCCO[C@@H](CN(C)S(=O)(=O)c2ccccc2)[C@H](C)CN([C@H](C)CO)C(=O)c2cc(NC(=O)Nc3ccc4c(c3)OCO4)ccc2O1 | -70 | 92 | 4 | 8.7
48 | Cc1ccc(S(=O)(=O)N(C)C[C@@H]2OCCCC[C@@H](C)Oc3ccc(NS(=O)(=O)c4c(C)noc4C)cc3C(=O)N([C@H](C)CO)C[C@H]2C)cc1 | -71 | 41 | -10 | -0.3
49 | N#C[C@@H]1[C@H](c2ccccc2C2=CCCCC2)[C@@H](CO)N1S(=O)(=O)c1cccc(F)c1 | -44 | . | 9 | 0.0
50 | O=C(C[C@@H]1C=C[C@H](NS(=O)(=O)c2ccccc2)[C@@H](CO)O1)NCc1ccncn1 | 12 | -18 | 3 | -0.2
51 | COC(=O)C[C@H]1C[C@H]2c3cc(N(C)C)ccc3O[C@H]2[C@@H](CO)O1 | -1 | -38 | 8 | 36*
52 | COc1ccc(NC(=O)Nc2ccc3c(c2)CC(=O)N([C@H](C)CO)C[C@@H](C)[C@@H](CN(C)S(=O)(=O)c2ccccc2)O3)cc1 | 14 | -33 | 9 | -0.8
53 | C[C@@H]1CN([C@H](C)CO)C(=O)c2cc(C#Cc3cccc(F)c3)cnc2O[C@@H]1CN(C)CC1CCCC1 | -68 | 71 | 25 | -0.9

# Screening data: PubChem, Broad Institute
